Screening results: PubChem, National Center for Advancing Translational Sciences (NCATS)
Lipid storage S3: qHTS Assay for Lipid Storage Modulators in Drosophila S3 Cells; 0.64% of 320,000 active; Drosophila S3 cells, BODIPY lipid droplet fluorescence, 18-24 h; cells fed with added oleic acid; Potency in µM for hits, for the others lipid storage change, negative = inhibition, % at the top dose, mostly 46.1 µM; AID 2685; active means well fitted inhibition curve with a large enough effect in the signal ratio, with a control signal flat, not every such curve was filed as active; inconclusive means small, poorly fitted or top-dose-only effect, or effect the other way, or a change in a side signal; the % refers to the signal ratio
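Laser-scanning cytometry quantifies lipid droplet accumulation (500–530 nm total intensity; droplet/cell object ratio) in oleic acid-fed (400 uM added) Drosophila S3 cells treated with a concentration series. 20 uM Triacsin C defined 100% inhibition.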
Lipid storage S3 cell count max: recorded beside Lipid storage S3, whose call it bears; cell number change, %; measured here: cell count max response;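 cells counted by Cell Tracker Red CMTPX staining in the red channel; peak over a dose series mostly up to 46.1 µM; percent activity relative to internal control wells on each plate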
Active calls of the source: *; i = inactive; ? = inconclusive; . = no result given. On the % scale 0 is the no-effect control and ±100 the full control effect; potency means the concentration at half of the fitted maximal effect. The list is partial, so the mix of outcomes need not match the whole.

Values run as follows: Lipid storage S3	Lipid storage S3 cell count max
COc1ccc(CC(=O)N(C)CC(=O)Nc2ccccc2Cl)cc1S(=O)(=O)N1CCOCC1
→ ?	.
Cc1ccc(N(C(=O)Cn2nnc3ccccc32)C(C(=O)NC2CCCCC2)c2cn(C)nc2C)cc1 (stereo not drawn)
→ ?	.
Cc1nnc(SCC(=O)Nc2ccc(-c3nc4ccccc4s3)cc2)s1
→ ?	.
NC12NC(=O)C3(O)C4C5CC(C6C5C3C61)C42 (stereo not drawn)
→ 2.0%	2.3
COc1cc(/C=N/N(C)S(=O)(=O)c2ccc(C)cc2)cc([N+](=O)[O-])c1O
→ 10.2%	-9.3
Cc1ccccc1NS(=O)(=O)c1cc(C(=O)NCc2ccco2)ccc1C
→ i	10.1
CC1CC(C)CN(CCCNC(=O)c2ccc(CS(=O)(=O)Cc3cccc(Cl)c3)o2)C1 (stereo not drawn)
→ 19.2%	-17.9
Cc1cccc(/C(N)=N/OC(=O)Cc2ccccc2)c1
→ 21.6%	-7.0
Cc1cccn2c(=O)c3cc(C(=O)NC4CCCC4)c(=N)n(Cc4ccc(F)cc4)c3nc12
→ ?	.
CCN(CCO)C(=S)Nc1cc(C(=O)OC)ccc1C(=O)OC
→ 4.3%	6.3
O=C(COC(=O)c1ccccc1)Nc1cc(Cl)ccc1Oc1ccccc1
→ -6.7%	-3.6
CCN1CCN(Cc2c(O)ccc3c2O/C(=C\c2ccc(C)cc2)C3=O)CC1
→ ?	.
Cc1cc(C(F)(F)F)n2nc(C(=O)O)c(Cl)c2n1
→ ?	.
CSCCC(NS(=O)(=O)c1ccc2c(c1)OCCO2)C(=O)N(C)Cc1ccc(C)cc1 (stereo not drawn)
→ ?	.
COCCCNCCCCOc1ccc(OCc2ccccc2)cc1
→ -5.0%	11.8
CCOc1ccc(C(=O)Nc2cc(Cl)ccc2-n2cncn2)cc1OC
→ ?	.
S=C(NCc1ccco1)Nc1cccc(Cl)c1
→ i	.
COC(=O)COc1ccc2cc(-c3ccc(OC)cc3)c(=O)oc2c1
→ ?	.
COc1cc(NC(=O)CN(c2cc(C)cc(C)c2)S(=O)(=O)c2c(C)noc2C)cc(OC)c1
→ -25.6%	-18.5
COc1ccc(NC(=O)C2CCN(C(=O)NC3CCCCC3)CC2)c(OC)c1
→ 10.3%	-3.2
O=[N+]([O-])c1ccc(Oc2ccc(S(=O)(=O)N3CCOCC3)cc2)cc1
→ ?	.
COC(=O)C1CCN(C(=O)c2cc(=O)[nH]c3ccccc23)CC1
→ ?	.
CCOC(=O)CN1CC23C=CC(O2)C(C(=O)Nc2ccc(C(C)=O)cc2)C3C1=O (stereo not drawn)
→ ?	.
Cn1c(=O)n(CC(N)=O)c(=O)c2c1nc(Br)n2Cc1ccccc1
→ -1.3%	-8.0
COc1cc(C(=O)N2CCc3ccccc32)ccc1OCc1c(C)noc1C
→ -10.4%	-1.8
Cn1c(=O)c2cc(S(=O)(=O)NCCC(=O)NCCc3ccc(Cl)cc3)ccc2n(C)c1=O
→ 2.8%	17.7
COCCN(C(=O)c1ccccc1OC1CCN(S(C)(=O)=O)CC1)C(C)C
→ 14.5%	6.9
Cc1nnc(SC(C)C(=O)NC2CCCCC2C)s1 (stereo not drawn)
→ -16.3%	-9.2
COc1cccc(-c2cc(C(=O)NCc3ccco3)c3ccccc3n2)c1
→ ?	.
COc1ccccc1N=C1SC(C(=O)Nc2cccc(Cl)c2Cl)C(N)=C1C(N)=O (stereo not drawn)
→ ?	.
CNC(=O)c1ccccc1Sc1cccc2cccc(C(=O)O)c12
→ -8.1%	3.8
CC(C)NS(=O)(=O)c1ccc(CCC(=O)NCc2ccco2)cc1
→ ?	.
Cc1nn(-c2ccccc2)c(C)c1C(=O)OCC(=O)Nc1ccccc1
→ ?	.
COc1ccc(OC)c(C(C)NC(=O)c2ccco2)c1 (stereo not drawn)
→ ?	.
NC(=S)N/N=C/c1ccccc1OC(=O)/C=C/c1ccccc1
→ i	2.4
COCCN(C(=O)COC(=O)c1ccc(Cl)s1)c1c(N)n(Cc2ccccc2)c(=O)[nH]c1=O
→ ?	.
Cc1cc(NC(=O)C2CC(=O)N(c3ccccc3)C2)no1 (stereo not drawn)
→ 23.6%	0.3
O=C(Nc1ccccc1SCC1CSc2nc3ccccc3c(=O)n21)c1ccccc1 (stereo not drawn)
→ i	.
COc1ccc(C)cc1S(=O)(=O)N1CCN(Cc2ccccc2)CC1
→ ?	.
Cc1cc(C(=O)Nc2cccc3ccccc23)n(-c2ccccc2)n1
→ 0.9%	4.8
COC(=O)[C@@H](NC(=O)NCc1ccccc1Cl)C(C)C
→ ?	.
CCNC(=S)N/N=C/c1ccc(OCCOc2ccccc2C)cc1
→ ?	.
C[C@@H](NC(=O)c1nc[nH]c1C(=O)N1CCN(C(=O)OC(C)(C)C)CC1)c1ccccc1
→ ?	.
CCn1cnc2cc(NCc3ccc(Br)cc3)ccc21
→ ?	.
O=C(COC(=O)c1cnc(Cl)c(Cl)c1)NCc1ccc2c(c1)OCO2
→ 13.6%	7.4

Complete entries, looked up by structure. Values in the order: Lipid storage S3, Lipid storage S3 cell count max
Entry for CCn1cnc2cc(NCc3ccc(Br)cc3)ccc21 = ?, .
Entry for CNC(=O)c1ccccc1Sc1cccc2cccc(C(=O)O)c12 = -8.1%, 3.8
Entry for COCCN(C(=O)COC(=O)c1ccc(Cl)s1)c1c(N)n(Cc2ccccc2)c(=O)[nH]c1=O = ?, .

The listing continues.
Values run as follows: Lipid storage S3	Lipid storage S3 cell count max
O=C(C1=C[C@@H](c2coc3ccccc3c2=O)C[C@@H](OCCCCO)O1)N1CCN(Cc2ccc3c(c2)OCO3)CC1
→ -7.2%	-4.7
CC1=NN(C(=O)c2ccccc2F)C(O)(c2ccc(Cl)cc2)C1 (stereo not drawn)
→ ?	.
CCCCC(=O)NC(Nc1cc(C)ccn1)(C(=O)OCC)C(F)(F)F (stereo not drawn)
→ ?	.
Cc1ccc(NC(=O)CSc2nccn2Cc2ccco2)c(C)c1
→ ?	.
O=C(CSc1nnc(-c2cccnc2)n1C1CCCCC1)NC1CCCCC1
→ ?	.
O=C(NCC1CCCO1)C1CCN(C(=O)c2ccc(Br)cc2)CC1 (stereo not drawn)
→ ?	.
CCc1ccc(NC(=O)C2CCCN(S(=O)(=O)c3ccc4c(c3)CCCN4C(C)=O)C2)cc1 (stereo not drawn)
→ ?	.
COC(=O)C1CCN(S(=O)(=O)c2cn(C)c(=O)n(C)c2=O)CC1
→ ?	.
CCOC(=O)N1CCC(N2C(=O)c3ccccc3C2Nc2ccc(S(=O)(=O)N3CCCCC3)cc2)CC1 (stereo not drawn)
→ 6.3%	-1.8
COc1ccc(NC(=O)CN(C)C(=O)CCCc2c[nH]c3ccccc23)cc1
→ ?	.
O=C(c1cc(Cl)cc(Cl)c1)N1CCOCC1
→ -30.0%	-16.2
COC(=O)C(C)NC(=O)C12CC3CC(CC(C3)C1)C2 (stereo not drawn)
→ ?	.
Cc1ccccc1NC(=O)c1ccc(CN2CCC(Cc3ccccc3)CC2)cc1
→ ?	.
CCOc1ccc(N2C(=O)S/C(=C\c3ccc(O)c(OCC)c3)C2=O)cc1
→ 16.1%	0.6
COCCCNC(=O)COc1ccc(S(=O)(=O)Nc2ccccc2)cc1
→ ?	.
COc1cccc(C(=O)Nc2ccc(NC(=O)c3ccco3)c(Cl)c2)c1
→ -5.4%	4.9
O=S(=O)(Nc1ccccc1)c1ccc(S(=O)(=O)N2CCCC2)cc1
→ 18.8%	-11.9
CCc1cc2c(COC(=O)CCNS(=O)(=O)c3cccc(C(F)(F)F)c3)cc(=O)oc2cc1O
→ ?	.
Cc1nc2ccccn2c1C(=O)NCc1cccnc1
→ ?	.
COc1ccc(NC(=O)Nc2cnccn2)cc1
→ 8.1%	18.3
O=C(c1ccccc1)c1ccc2cc(O)ccc2c1
→ ?	.
CCOC(=O)c1[nH]c2ccc(OC)cc2c1NC(=S)N1CCN(c2ccc(F)cc2)CC1
→ 4.0%	1.4
CCNS(=O)(=O)c1ccc(OC)c(C(=O)NC2CCCCC2)c1
→ ?	.
COc1cccc(CN2CCN(C3CSCCSC3)CC2CCO)c1 (stereo not drawn)
→ 9.1%	.
COc1ccc(C(c2nnnn2CS(=O)(=O)c2ccc(C)cc2)N2CCN(c3ncccn3)CC2)cc1 (stereo not drawn)
→ ?	.
Cc1nnc(OCc2nc3ccccc3n2C)c2ccccc12
→ i	6.1
Cc1ccccc1-c1nc(-c2ccc(NC(=O)c3ccc(Br)o3)cc2)no1
→ ?	.
CN(C)S(=O)(=O)c1ccc(C(=O)NCC2(N3CCCCC3)CCCCC2)cc1
→ ?	.
Cc1cccc(Cc2cnc(NC(=O)C3=NCCN3)s2)c1
→ 22.9%	.
CC(=O)Nc1ccc(NS(=O)(=O)c2cccc3ccccc23)cc1
→ ?	.

A second format for some results above:
Lipid storage S3 | Lipid storage S3 cell count max | SMILES
? | . | CCc1cc2c(COC(=O)CCNS(=O)(=O)c3cccc(C(F)(F)F)c3)cc(=O)oc2cc1O
? | . | Cc1nc2ccccn2c1C(=O)NCc1cccnc1

Later entries
Values run as follows: Lipid storage S3	Lipid storage S3 cell count max
CN(C(=O)c1ccc(Cl)c([N+](=O)[O-])c1)C1(C)CCS(=O)(=O)C1 (stereo not drawn)
→ ?	.
NNC(=O)CSc1nnnn1-c1ccccc1
→ 6.6%	9.9
O=S1(=O)CCC(n2ncc3c2/C(=C/c2ccccc2)CC3)C1 (stereo not drawn)
→ i	.
FC(F)(F)c1cccc(-c2nc(-c3ccncc3)no2)c1
→ 7.9%	-17.4
CC[n+]1c(/C=C/Nc2ccccc2)sc2ccccc21
→ ?	.
COc1ccc(OC)c(C(O)c2nc3ccccc3n2C)c1 (stereo not drawn)
→ 13.2%	6.3
O=C(c1ccc(F)cc1)N1CCN(C(=O)c2ccc([N+](=O)[O-])cc2)CC1
→ -1.5%	11.8
Cc1ccc(CNC(=O)CCCn2c(=O)c3ccccc3n(CC(=O)NC3CCCC3)c2=O)cc1
→ ?	.
CCOC(=O)CC(=O)CSc1nc2c(C)c(C)ccc2cc1C
→ ?	.
O=C(COc1ccccc1Cl)NCCCNC(=O)c1ccco1
→ i	20.0
CN(C)/C=C1\N=C(c2ccc(Cl)cc2Cl)OC1=O
→ ?	.
O=C(CCC(=O)OCC(=O)c1ccc(Br)cc1)Nc1ccc(Br)c2cccnc12
→ ?	.
O=C1CC(NS(=O)(=O)c2cccnc2)CN1c1ccc(F)cc1 (stereo not drawn)
→ ?	.
COc1ccc(S(=O)(=O)N2CCCC(C(=O)NCC3CCCO3)C2)cc1C (stereo not drawn)
→ i	.
COc1ccc2c(c1)OC/C(=C/c1cccs1)C2=O
→ 1.1%	-1.1
N#Cc1cc2cc3c(cc2nc1N1CCCCC1)OCCO3
→ ?	.
CCNC(=O)C1Cc2ccccc2CN1S(=O)(=O)c1ccc(F)cc1 (stereo not drawn)
→ -0.8%	-4.5
CCNC(=O)N(C(=O)NCC)n1c(C)nnc1C
→ -9.5%	-4.5
CCC(C)(C)NC(=O)C(c1ccc(OC)cc1)N(C(=O)CCC(=O)Nc1cc(C)on1)c1cccc(F)c1 (stereo not drawn)
→ ?	.
COC(=O)CCC(=O)N1CCOCCOCCN(C(=O)CCC(=O)OC)CCOCCOCC1
→ 6.8%	4.5
COc1ccc(S(=O)(=O)N2CCC3(CC2)CC(=O)c2ccccc2O3)cc1C
→ ?	.
O=C(COC(=O)Cc1n[nH]c(=O)c2ccccc12)Nc1cccc(C(F)(F)F)c1
→ ?	.
Oc1ccc(/C=N/Nc2ncc(Cl)cc2Cl)cc1
→ ?	.
CSc1nc(-c2ccc(Cl)cc2)nn1C(=O)c1ccco1
→ ?	.
COC(=O)c1ccccc1Oc1ccc(NC(=O)C(C)(C)CCl)cc1
→ -2.3%	10.9
CCCCC(=O)Nc1ccc(NC(=O)c2ccco2)cn1
→ ?	.
CCOC(=O)c1cnn(-c2cccc(Cl)c2)c1N
→ i	18.0
CCCc1c(O)nc(SCCN(CCC)CCC)[nH]c1=O
→ ?	.
COc1cccc(NC(=O)COC(=O)Cc2ccc(Cl)cc2)c1
→ ?	.
Cc1cc(C)c(NC(=O)Cn2cnc3c(oc4ccccc43)c2=O)c(C)c1
→ 9.3%	12.3
CCC(Sc1nc2cc3c(cc2c(=O)n1Cc1ccco1)OCO3)C(=O)Nc1ccccc1OC (stereo not drawn)
→ ?	.
Brc1ccc(-c2csc(N/N=C/c3cccnc3)n2)cc1
→ i	22.5
Cc1nc(SCC(=O)Nc2cc(C)on2)c2c(=O)n(C)c(=O)n(C)c2n1
→ i	.
CCOCCc1nnc(NC(=O)C2CCN(C(=O)c3ccco3)CC2)s1
→ 1.0%	-2.6
COc1cccc(C(=O)Cn2c(N3CCOCC3)nc3c2c(=O)n(C)c(=O)n3C)c1
→ -5.9%	19.1
CCn1c(-c2ccco2)nc2ccccc21
→ i	.
Cc1nc2ccccn2c1C(=O)N/N=C/c1ccc2c(c1)OCO2
→ i	.
O=C(N/N=C/c1c[nH]c2ccccc12)C1COc2ccccc2O1 (stereo not drawn)
→ -1.2%	.
CCCCOCCCNC(=O)c1ccc2c(c1)OCO2
→ 22.7%	-4.4
CCCN(CC(=O)Nc1ccccc1C)C(=O)c1oc2ccc(OCC)cc2c1C
→ ?	.
O=[N+]([O-])c1ccc(N2CCNCC2)cc1Sc1nc2ccccc2[nH]1
→ 4.8%	-16.3
N/C(=N\OC(=O)C12CC3CC(CC(C3)C1)C2)c1ccccn1
→ ?	.
Cc1cccc(NC(=O)CSc2nc3[nH]ncc3c(=O)[nH]2)c1C
→ 18.0%	6.9
O=C(/C=C/c1ccc(Br)cc1)NCCCn1ccnc1
→ -12.2%	13.2
